CIT2 TOR yeast: modulators of CIT2-GFP expression in yeast, primary screen, S. cerevisiae, GFP fusion, multiplex flow cytometry, MLPCN library; AID 2029, 2009; 320,000 tested, 0.065% active; S. cerevisiae CIT2-GFP strain, 3 h; 100 means same as DMSO wells; GFP response vs DMSO, % at 10 µM;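 active = GFP response relative to DMSO above a set limit, near the screen mean plus 3 SD, cut at about 150% in these data; inconclusive = Fewer than 70 cells measured for a yeast strain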;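 note: ratio of well median GFP fluorescence to mean of DMSO wells on the plate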
LAP4-GFP MLPCN: modulators of LAP4-GFP expression in yeast, primary screen, S. cerevisiae, multiplex flow cytometry, MLPCN library. GFP response vs DMSO, % at 10 µM. AID 2023, 2009. 320,000 tested, 0.34% active. 3 h; median GFP as percent of DMSO wells;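 active = GFP response vs DMSO above a set limit, about the screen mean plus 3 SD, cut at about 150% in these data; inconclusive = under 70 cell events counted for the yeast strain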
RPL19A-GFP yeast: RPL19A-GFP expression modulators in yeast, primary screen, cell-based, S. cerevisiae, multiplex flow cytometry, MLPCN. S. cerevisiae RPL19A-GFP strain, 3 h; hits give low values. AID 2025, 2009. percent response vs DMSO, % at 10 µM. 330,000 tested, 0.3% active;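 active = percent response vs DMSO below 50%; inconclusive = fewer than 70 events counted for the yeast strain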;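 note: median channel GFP fluorescence of the barcoded RPL19A-GFP strain; ratio of sample median GFP to plate DMSO average so 100% = DMSO; lower means less RPL19A-GFP as with rapamycin TOR inhibition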
CR mimetic SO: reduction of superoxide in aged yeast, primary screen, HTS; S. cerevisiae aged cells, superoxide DHE fluorescence; hits give low values; superoxide response (% of plate mean), % at 10 µM; 330,000 tested, 0.18% active; AID 2690, 2010;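 active = superoxide response under a set limit, about three screen SD below normal, cut at about 65% in these data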;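 note: yeast aged for seven days with compound at 30 °C before DHE staining; 100% = average MFI of all compound-treated wells on the plate with controls excluded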
VLA-4 inh: inhibition in human VLA-4 binding assay, primary screen, VLA-4 allosteric modulator project, MLPCN library, flow cytometry, VLA-4 expressing cells; Integrin alpha-4 (Homo sapiens), P13612; ligand binding flow cytometry; inhibition, % (about 7 µM as worked out from the volumes in the protocol); 330,000 tested, 0.2% active; in the data active = inhibition above about 50%
Target sequence (P13612 whole entry, looked up): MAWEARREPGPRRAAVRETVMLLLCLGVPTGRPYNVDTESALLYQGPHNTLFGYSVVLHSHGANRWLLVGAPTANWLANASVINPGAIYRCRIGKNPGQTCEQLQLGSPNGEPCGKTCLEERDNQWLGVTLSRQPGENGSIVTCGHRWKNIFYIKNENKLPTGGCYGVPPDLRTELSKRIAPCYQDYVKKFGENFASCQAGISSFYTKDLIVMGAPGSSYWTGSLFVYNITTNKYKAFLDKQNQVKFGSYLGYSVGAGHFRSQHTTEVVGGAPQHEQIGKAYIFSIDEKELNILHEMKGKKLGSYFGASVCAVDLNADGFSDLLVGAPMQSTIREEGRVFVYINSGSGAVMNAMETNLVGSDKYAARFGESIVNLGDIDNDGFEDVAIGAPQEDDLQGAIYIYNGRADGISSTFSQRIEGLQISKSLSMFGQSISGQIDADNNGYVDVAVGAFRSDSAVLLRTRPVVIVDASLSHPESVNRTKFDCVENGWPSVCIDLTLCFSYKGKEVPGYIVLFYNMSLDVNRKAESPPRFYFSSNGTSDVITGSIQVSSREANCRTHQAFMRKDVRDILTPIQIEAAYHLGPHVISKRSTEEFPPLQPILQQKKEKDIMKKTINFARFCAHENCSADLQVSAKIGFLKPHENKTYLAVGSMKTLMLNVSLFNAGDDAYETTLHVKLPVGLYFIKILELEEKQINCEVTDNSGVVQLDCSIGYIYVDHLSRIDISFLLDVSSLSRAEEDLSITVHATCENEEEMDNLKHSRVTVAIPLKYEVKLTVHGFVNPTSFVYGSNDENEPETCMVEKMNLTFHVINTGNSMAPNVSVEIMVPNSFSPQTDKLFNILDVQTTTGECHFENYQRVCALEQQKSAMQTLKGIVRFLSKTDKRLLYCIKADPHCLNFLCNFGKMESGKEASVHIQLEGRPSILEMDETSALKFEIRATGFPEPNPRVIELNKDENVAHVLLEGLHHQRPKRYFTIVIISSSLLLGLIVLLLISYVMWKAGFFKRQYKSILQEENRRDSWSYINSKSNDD
AGP1-GFP MLPCN: modulators of AGP1-GFP expression in yeast TOR pathway, primary screen, cell-based, multiplex flow cytometry, S. cerevisiae, MLPCN library; 3 h; GFP as percent of DMSO wells; GFP response vs DMSO, % at 10 µM; 320,000 tested, 0.02% active;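 active = GFP response relative to DMSO above a set limit, near screen average plus 3 SD, cut at about 150% in these data; inconclusive = fewer than 70 cells counted for the yeast strain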;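 note: median GFP channel fluorescence of the gated AGP1 strain per well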
MEP2 TOR yeast: modulators of MEP2-GFP levels in yeast, primary screen, S. cerevisiae, multiplex flow cytometry, MLPCN library. 330,000 tested, 0.51% active. S. cerevisiae MEP2-GFP strain, 3 h; 100% = DMSO control level. GFP response vs DMSO, % at 10 µM;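 active = GFP response versus DMSO above a set limit, roughly screen mean plus 3 SD, cut at about 180% in these data; inconclusive = fewer than 70 cells counted for a yeast strain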;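 note: median GFP fluorescence of the barcode-gated MEP2-GFP cells per well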
GRK2 aptamer HTS: compounds blocking aptamer binding on GRK2 – biochemical, human GRK2, bead flow cytometry, HTS, primary screen. FAM-aptamer displacement from GRK2. AID 488847, 2010. inhibition of aptamer binding, % at 10 µM. Beta-adrenergic receptor kinase 1 (Homo sapiens), P25098. 330,000 tested, 0.59% active;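 active = inhibition of aptamer binding above 40%, roughly 3 SD of noise, on plates passing a quality check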;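 note: median bead fluorescence of bound FAM aptamer so fluorescent compounds give negative values; no value below 0 was filed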
Numbers without * were called inactive; ? = inconclusive; · = no result given; [ ] = another dose, or the depositor's remark.

SMILES	CIT2 TOR yeast	LAP4-GFP MLPCN	RPL19A-GFP yeast	CR mimetic SO	VLA-4 inh	AGP1-GFP MLPCN	MEP2 TOR yeast	GRK2 aptamer HTS
Cc1ccc(S(=O)(=O)C2(C(=O)N3CCCCCC3)CC2)cc1	92	96	98	84	11	96	107	2
CCc1ccc(-c2nnn(CCC(=O)OC)n2)cc1	89	102	101	95	-6	81	106	0
COc1ccc(CN(C)C(=O)c2ccccc2OCc2c(C)noc2C)c(OC)c1	102	101	101	115	-11	106	106	0
CC(C)(C)C1CCC2(CC1)C(Nc1cccc(C(F)(F)F)c1)=NC(=S)N2CC#N (stereo not drawn)	102	94	100	91	-11	97	102	0
CC1CCCCN1C(=O)CN1C(=O)NC2(CCCCC2C)C1=O (stereo not drawn)	89	91	92	130	1	91	100	0
CCOc1ccc(S(=O)(=O)N2CCC(C(=O)NCc3ccco3)CC2)cc1	98	94	99	113	3	94	97	2
Cc1ccc(NC(=O)ON=C2CCCC2)cc1	219*	120	95	127	-2	55	103	0
C[C@H](CO)N1C[C@H](C)[C@@H](CN(C)S(=O)(=O)c2ccc(F)cc2)Oc2ccc(NC(=O)c3ccncc3)cc2C1=O	99	97	97	83	-1	97	98	1
COc1cccc(-c2cc(C(F)(F)F)n3nc(N)nc3n2)c1	113	107	105	104	10	104	108	0
COc1cc(/C=C(\C#N)C(=O)Nc2cccc3ncccc23)ccc1O	118	99	102	101	-9	108	102	0
C[C@H]1COC(=O)[C@@H](Cc2ccc(F)cc2)C/C=C\C[C@H](CC(=O)NCCO)C(=O)N1	108	102	107	121	9	104	101	3
CCOC(=O)C(=O)Nc1ncc(Cl)s1	104	105	100	108	1	100	103	·
COc1ccc(NC(=O)NNC(=O)c2cc3occc3n2C)c(OC)c1	105	92	100	105	40	100	104	1
COc1ccc(S(=O)(=O)N(C)c2ccc(C(=O)NCc3ccco3)cc2)cc1OC	103[may fluoresce green]	94[may fluoresce green]	102[may fluoresce green]	101	0	108[may fluoresce green]	97[may fluoresce green]	0
CC(C)(C)NC(=O)NC(=O)COC(=O)CNC(=O)c1cccc(F)c1	108	103	107	90	-4	110	105	0
COc1ccc(CNC(=O)C2CCN(c3nccs3)CC2)cc1	94	101	100	105	8	101	102	3
COc1ccccc1CNC(=O)CS(=O)Cc1nc(-c2ccccc2C)oc1C (stereo not drawn)	115	98	110	86	-24	110	95	1
CCCCCCCCCCCCCCCC[n+]1cccc(C(=O)N(CC)CC)c1	75	125	92	94	11	98	80	0
CC(=O)N1CCc2cc(S(=O)(=O)NC(C(=O)Nc3nc(C)cs3)C(C)C)ccc21 (stereo not drawn)	94	98	96	124	-4	95	105	2
CC[C@@H](C)[C@H](CNC)NC[C@@H](Cc1cccc2ccccc12)NCCc1cccc(C(F)(F)F)c1	95	141	88	107	28	85	107	6
O=C(CCC(F)(F)F)N1CCC(CO)(CCc2ccccc2)CC1	99	89	102	90	0	152*	103	0
O=C1CC(c2ccccc2)CC(=O)C1CS(=O)(=O)c1ccccc1 (stereo not drawn)	100	98	98	106	1	97	97	0
CC(=O)c1cccc(CN2CCC(CO)(CCCc3ccccc3)CC2)c1	99	96	94	94	10	95	95	0
CCN(CC(=O)NCc1ccc(Cl)cc1)C(=O)Cc1ccc(OC)cc1	107	100	103	101	-2	102	104	0
CCOC(=O)c1oc2ccccc2c1COC(=O)CNC(=O)c1ccccc1OC	86	115	97	118	7	96	100	0
O=C(NCCOc1ccccc1)c1ccccc1NC(=O)C1CCCO1 (stereo not drawn)	90	97	90	104	-1	91	93	3
Cc1ccc(N(C(=O)CNC(=O)c2ccco2)C(C(=O)NC2CCCC2)c2cccnc2)cc1C (stereo not drawn)	98	186*	87	97	-1	118	195*	2
COc1ccc(OC)c(/C=C/C(=O)N2CCN(S(=O)(=O)c3cc(C)ccc3C)CC2)c1	93	103	101	87	5	102	103	3
Cc1[nH]nc2nc(SCC(=O)NCC3CCCO3)n(-c3ccc(Br)cc3)c(=N)c12 (stereo not drawn)	90	94	95	91	8	93	94	0
CN(C(=O)CSc1ncccc1C(=O)O)c1ccccc1	111	97	·	108	3	102	103	2
COCCNC(=O)c1ccccc1NC(=O)c1ccccc1N(C)S(=O)(=O)c1ccccc1	98	92	96	87	20	98	92	2
Cc1ccc(S(=O)(=O)N2CCOC2CNC(=O)C(=O)NCc2ccncc2)cc1 (stereo not drawn)	114	104	100	103	-5	110	89	2
Cc1c(NC(=O)c2cccs2)cccc1-c1nc2ccccc2s1	86	94	95	116	13	83	107	2
COc1ccc(CC(CC(=O)O)C(=O)Nc2ccc(OC)cc2)cc1 (stereo not drawn)	100	94	94	100	-11	89	96	1
CN1C(=O)C(=C2CCCCCC2)SC1=S	106	135	106	85	14	110	118	1
CC(=O)Nc1ccc(-c2sc(Nc3ccccc3)n[n+]2C)cc1	99	91	97	99	5	99	89	0
CCOCCCNC(=O)CCC(=O)NNc1nc2ccccc2c2nc(C)nn12	103	110	113	100	7	109	116	1
COc1ccc(NC(=S)Nc2cccc(C)n2)cc1	97	107	95	109	30	101	101	2
CC1Cc2ccccc2N1C(=O)C1CC(=O)N(c2ccccc2)C1 (stereo not drawn)	92	99	90	95	-8	100	83	0
CCn1cc(C(=O)NCC2CCCO2)c2cc(OC)c(OC)cc2c1=O (stereo not drawn)	102	96	96	112	2	96	101	2
NC(=O)c1ccc(C(=O)N/N=C(/Cc2ccccc2)c2ccccc2)cc1	83	71	114	114	0	80	102	0
Cc1noc(C)c1CSc1nnc(-c2ccccc2)n1Cc1ccco1	96	88	94	96	8	102	94	0
Cc1cc(NC(=O)CSc2nnc(Cc3ccccc3)n2C)no1	100	104	102	113	16	102	106	38
O=C1CC(C(=O)N2CCOCC2)C2(CCCCC2)O1 (stereo not drawn)	95	105	99	99	15	101	106	1
CCCNC(=O)CCn1nc(-c2ccccc2)c2ccccc2c1=O	97	95	96	130	-1	94	96	0
CC(=O)N/N=C(\C)c1ccc2c(c1)OCCO2	98	94	101	83	-1	94	102	72*
O=[N+]([O-])c1cnc(Nc2ccccc2)nc1Nc1ccccc1	100	102	108	109	1	97	112	0
O=C(COC(=O)c1cc(F)cc(F)c1)Nc1cccnc1Cl	114	103	109	77	1	108	108	2
Nc1n[nH]c2cccc(Cl)c12	103	110	98	82	19	104	100	0
CN(C)c1c2ccccc2nc2c(F)c(F)c(F)c(F)c12	?	68[may fluoresce violet]	65[may fluoresce violet]	82	-28	?	188*[may fluoresce violet]	0
CN1CCN(c2nc(-c3ccccc3)ncc2S(=O)(=O)c2ccccc2)CC1	91	112	99	89	19	101	97	0
COC(=O)c1sccc1NC(=O)CSCCc1ccncc1	100	106	101	105	17	108	98	3
O=C(c1ccc(-n2cncn2)c([N+](=O)[O-])c1)N1CCN(S(=O)(=O)c2c(F)cccc2F)CC1	110	104	103	103	8	106	95	0
Cc1c(C(=O)N2CCc3ccccc32)oc2ccccc12	98	103	101	81	6	102	107	2
CC(=O)N1CCN(c2ccc(Oc3ccc([N+](=O)[O-])c(C(F)(F)F)c3)cc2)CC1	103	112	99	100	-3	99	99	1
O=C(N/N=C/c1cccc(O)c1)NC1CCCCC1	101	98	96	90	6	96	101	3
CC(C)C(=O)N1CCN(c2nc(-c3ccccc3)c3c(c2C#N)CCCC3)CC1	90	97	98	125	9	94	92	2
Cc1cc(C(=O)COC(=O)CN=C2NS(=O)(=O)c3ccccc32)c(C)n1CCc1ccc(Cl)cc1	95	107	101	104	8	99	117	0
CCCCc1cc(=O)oc2cc(OCC(=O)NCc3ccccn3)c(Cl)cc12	99	86	96	79	0	93	98	2
COC(=O)C1=COC(OC2OC(CO)C(O)C(O)C2O)C2C1C=CC2(O)CO (stereo not drawn)	93	103	99	129	5	96	102	33
(continued)
SMILES	CIT2 TOR yeast	LAP4-GFP MLPCN	RPL19A-GFP yeast	CR mimetic SO	VLA-4 inh	AGP1-GFP MLPCN	MEP2 TOR yeast	GRK2 aptamer HTS
COc1ccc2oc(=O)c(C(=O)N3CCCC3)cc2c1	72	98	95	115	5	73	102	0
Cc1ccc(C(=O)C(C)OC(=O)CCN=C2NS(=O)(=O)c3ccccc32)cc1 (stereo not drawn)	102	108	94	110	29	107	100	0
CCOC(=O)CNC(=O)N1CCCC(C(=O)c2cccc(Cl)c2)C1 (stereo not drawn)	106	97	105	88	9	100	101	0
CCC(O)(CC)C(=O)NN(C(=O)Nc1csc2c1CCCC2)c1ccccc1	93	87	96	98	12	92	95	0
O=C(O)C1C2C=CC(O2)C1C(=O)Nc1ccc(S(=O)(=O)N2CCc3ccccc32)cc1 (stereo not drawn)	102	104	103	118	0	100	103	2

No new results follow: an excerpt of the list.
SMILES	CIT2 TOR yeast	LAP4-GFP MLPCN	RPL19A-GFP yeast	CR mimetic SO	VLA-4 inh	AGP1-GFP MLPCN	MEP2 TOR yeast	GRK2 aptamer HTS
CN(C)c1c2ccccc2nc2c(F)c(F)c(F)c(F)c12	?	68[may fluoresce violet]	65[may fluoresce violet]	82	-28	?	188*[may fluoresce violet]	0
CN1CCN(c2nc(-c3ccccc3)ncc2S(=O)(=O)c2ccccc2)CC1	91	112	99	89	19	101	97	0
COC(=O)c1sccc1NC(=O)CSCCc1ccncc1	100	106	101	105	17	108	98	3
O=C(c1ccc(-n2cncn2)c([N+](=O)[O-])c1)N1CCN(S(=O)(=O)c2c(F)cccc2F)CC1	110	104	103	103	8	106	95	0
Cc1c(C(=O)N2CCc3ccccc32)oc2ccccc12	98	103	101	81	6	102	107	2
CC(=O)N1CCN(c2ccc(Oc3ccc([N+](=O)[O-])c(C(F)(F)F)c3)cc2)CC1	103	112	99	100	-3	99	99	1
O=C(N/N=C/c1cccc(O)c1)NC1CCCCC1	101	98	96	90	6	96	101	3
CC(C)C(=O)N1CCN(c2nc(-c3ccccc3)c3c(c2C#N)CCCC3)CC1	90	97	98	125	9	94	92	2
Cc1cc(C(=O)COC(=O)CN=C2NS(=O)(=O)c3ccccc32)c(C)n1CCc1ccc(Cl)cc1	95	107	101	104	8	99	117	0
CCCCc1cc(=O)oc2cc(OCC(=O)NCc3ccccn3)c(Cl)cc12	99	86	96	79	0	93	98	2
COC(=O)C1=COC(OC2OC(CO)C(O)C(O)C2O)C2C1C=CC2(O)CO (stereo not drawn)	93	103	99	129	5	96	102	33
COc1ccc2oc(=O)c(C(=O)N3CCCC3)cc2c1	72	98	95	115	5	73	102	0
Cc1ccc(C(=O)C(C)OC(=O)CCN=C2NS(=O)(=O)c3ccccc32)cc1 (stereo not drawn)	102	108	94	110	29	107	100	0
CCOC(=O)CNC(=O)N1CCCC(C(=O)c2cccc(Cl)c2)C1 (stereo not drawn)	106	97	105	88	9	100	101	0
CCC(O)(CC)C(=O)NN(C(=O)Nc1csc2c1CCCC2)c1ccccc1	93	87	96	98	12	92	95	0
O=C(O)C1C2C=CC(O2)C1C(=O)Nc1ccc(S(=O)(=O)N2CCc3ccccc32)cc1 (stereo not drawn)	102	104	103	118	0	100	103	2

Screening results from PubChem.
